# Screens (PubChem)
# proKLK7 act: proKLK7 (human) activation, primary screen; P49862; purified proKLK7, EDANS-DABCYL substrate fluorescence; 100% is mature enzyme control, 0% vehicle; activation, % at 7 µM; 0.9% of 370,000 active;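 active = activation above the mean of all tested compounds plus 3 SD, computed per campaign excluding outliers beyond control limits, cut at about 13% in these data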
# Tn6 DDE FP: inhibitors of Tn6 peptide binding to human fibrin DD(E); Fibrin DD(E) TRITC-Tn6 fluorescence polarization displacement; P02675; inhibition, % at 8.3 µM; AID 720509; 0.21% of 370,000 active;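 active = inhibition above a per-campaign cutoff: mean of compounds within control limits plus 3 SD, cut at about 15% in these data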;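 also: 0% = median of all compound wells on the plate and 100% = blocking peptide control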
# GC-B act: GC-B (human) receptor activation. P20594. HEK293-GC-B cells, CNP EC30, cGMP TR-FRET; 0% at EC30 CNP, 100% saturating CNP. activation, % at 10 µM. 0.11% of 370,000 active. AID 1920062;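 active = activation at 10 µM reaching about 35% in either raw or pattern-adjusted values, limit read from the data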
# Target sequence (P20594 whole entry, looked up): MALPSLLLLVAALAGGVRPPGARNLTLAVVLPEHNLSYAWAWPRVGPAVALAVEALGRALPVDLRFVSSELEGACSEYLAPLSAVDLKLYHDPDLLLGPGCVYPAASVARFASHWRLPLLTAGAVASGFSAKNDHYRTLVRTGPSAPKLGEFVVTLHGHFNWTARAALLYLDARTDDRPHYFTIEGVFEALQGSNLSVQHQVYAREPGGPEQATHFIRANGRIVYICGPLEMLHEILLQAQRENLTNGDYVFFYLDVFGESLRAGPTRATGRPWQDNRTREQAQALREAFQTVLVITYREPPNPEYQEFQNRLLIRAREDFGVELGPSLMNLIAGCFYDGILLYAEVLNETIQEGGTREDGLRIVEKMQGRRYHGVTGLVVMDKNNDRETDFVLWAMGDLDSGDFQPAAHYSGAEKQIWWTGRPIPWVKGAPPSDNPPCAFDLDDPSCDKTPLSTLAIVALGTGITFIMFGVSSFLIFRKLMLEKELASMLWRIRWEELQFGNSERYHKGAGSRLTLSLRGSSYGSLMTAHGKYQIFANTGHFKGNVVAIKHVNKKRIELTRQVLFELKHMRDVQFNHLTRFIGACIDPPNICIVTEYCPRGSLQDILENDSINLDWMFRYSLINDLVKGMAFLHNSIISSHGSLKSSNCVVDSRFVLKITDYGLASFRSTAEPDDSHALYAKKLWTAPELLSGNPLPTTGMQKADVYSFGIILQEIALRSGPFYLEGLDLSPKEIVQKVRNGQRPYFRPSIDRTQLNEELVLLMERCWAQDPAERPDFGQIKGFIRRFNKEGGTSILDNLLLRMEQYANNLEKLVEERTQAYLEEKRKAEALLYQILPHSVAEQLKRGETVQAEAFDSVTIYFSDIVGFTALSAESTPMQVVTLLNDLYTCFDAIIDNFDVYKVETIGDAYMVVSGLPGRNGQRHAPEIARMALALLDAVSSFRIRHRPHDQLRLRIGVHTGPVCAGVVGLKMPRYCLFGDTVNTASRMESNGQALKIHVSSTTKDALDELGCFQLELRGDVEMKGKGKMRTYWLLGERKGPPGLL
# ARFGAP1 inh: inhibits rat ARF GTPase activating protein 1 | inhibition, % at 16.5 µM | 0.26% of 360,000 active | Arfgap1-stimulated ARF1 GTP hydrolysis, GDP FP detection | Q62848;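 active = inhibition above a per-plate limit, mean inhibition of low control wells plus 3 SD, cut at about 25% in these data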;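 also: 0% = DMSO wells with enzyme and 100% = wells lacking Arfgap1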
#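 Repeats: one replicate per compound; assay system: rat Arfgap1 catalytic domain, aa 1-136; times: enzyme reaction 120 min at 25 °C after 20 min preincubation; detection: FP of antibody-bound GDP Alexa 633 tracer, ex 620/em 688 nm; benchmarks: high control wells lacking Arfgap1, low control full reaction with DMSO; reagent: human ARF1(Δ1-17)-GTP substrate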
# ASAP1 inh: blocks human ASAP1-stimulated Arf1 GTP hydrolysis | Q9ULH1 | GDP FP detection | inhibition, % at 16.5 µM | 0.19% of 360,000 active; in the data active = inhibition above about 25%;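 also: 0% = vehicle with enzyme and substrate and 100% = no enzyme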
# NPR1 activator: GC-A (human) enzyme activation. P16066. HEK293 GC-A cells, cGMP TR-FRET, EC30 ANP; 0% at EC30 ANP, 100% saturating ANP. activation, % at 10 µM. 0.14% of 370,000 active. AID 1671463; in the data active = activation above about 40%
# rCAG RNA binder: r(CAG) repeat RNA binding; TO-PRO-1 dye displacement fluorescence; inhibition, % at 3 µM; 1.3% of 370,000 active; AID 651821;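 active = inhibition above the plate cutoff, the mean of all test compounds on that plate plus 3 SD, cut at about 35% in these data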;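 also: 0% = DMSO alone and 100% = 100 µM mitoxantrone as full dye displacement; higher means more dye released from RNA so lower well fluorescence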
# HGIII-sPLA2 inh: Blocks human group III sPLA2 activity | QFRET BODIPY PC-A2 liposome hydrolysis, fluorescence | inhibition, % at 12.2 µM | 0.56% of 370,000 active;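 active = inhibition above mean plus 3 SD of compounds lying within the high and low control bounds, cut at about 19% in these data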;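 also: 0% = median of test compound wells and 100% = no enzyme DMSO wells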
# FXN GAA850 act: activators of GAA850 frataxin (FXN) promoter | HEK293 lucGAA850 FXN promoter luciferase reporter, 24 h; percent of 10 µM SAHA response | activation, % at 6 µM | 0.56% of 360,000 active | AID 540364;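 active = activation above the average of all compounds screened plus 3 SD, cutoff fixed separately per campaign, cut at about 7.5% in these data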;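 also: 0% = DMSO wells and 100% = 10 µM SAHA wells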
# ADAM10 inh: inhibitors of human ADAM10; O14672; recombinant ADAM10, EDANS/DABCYL FRET peptide cleavage, 3 h; inhibition, % at 7 µM; 0.62% of 370,000 active;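 active = inhibition above a per-campaign cutoff equal to the mean of compounds falling between control-based bounds plus 3 SD, cut at about 20% in these data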;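 also: 0% = DMSO wells while the 100% control is not disclosed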
# Starred values were filed as active, the others as inactive; x = not tested or not shown.
SMILES,proKLK7 act,Tn6 DDE FP,GC-B act,ARFGAP1 inh,ASAP1 inh,NPR1 activator,rCAG RNA binder,HGIII-sPLA2 inh,FXN GAA850 act,ADAM10 inh
N#C/C(=C/c1cccc(C(F)(F)F)c1)c1nc(CCN2C(=O)c3ccccc3C2=O)cs1,-0.9,1,-5,8,-19,-2,0,6,-3.3,-5
COc1ccnc(Oc2ccc(Cl)cc2)c1C#N,-0.5,-5,0,-12,0,3,-2,0,2.7,1
CCCN1CCN(C(=O)CCCNC(=O)c2ccc(Cl)cc2)CC1,-0.1,14,3,-1,9,5,-2,1,3.7,-4
O=C(COC(=O)[C@@H]1CCCN1S(=O)(=O)c1ccc(Cl)cc1)NCC(F)(F)F,-0.1,-4,2,-2,2,2,0,4,-0.2,-2
O=C(NCCN1CCCC1)c1cc(-c2ccncc2)nc2ccc(S(=O)(=O)N3CCOCC3)cc12,0.3,3,-7,2,3,0,5,2,-1.2,1
O=C(NNS(=O)(=O)c1ccc(F)cc1)c1ccccc1F,0.1,3,6,-3,-5,0,1,5,0.9,9
CC(OC(=O)c1ccncc1)C(=O)NC1CCCC1 (stereo not given),-0.3,-6,2,15,2,-2,1,0,-0.1,-5
CC(C)C(C(=O)NCC1CCCO1)N(Cc1cccs1)C(=O)CNS(=O)(=O)c1ccccc1 (stereo not given),-0.2,0,2,-5,2,0,-7,2,-0.2,1
COCCCN1C(=O)[C@H](CC(=O)NCc2cccs2)[C@]2(C(=O)OC)CCCCC=C12,-0.3,4,-7,x,x,3,5,-4,x,4
Cc1ccc(-c2n[nH]c(=S)n2/N=C/c2ccc(C)s2)cc1,0.2,2,-2,21,-18,-1,22,-14,4.9,16
COc1ccc(C2CC(=O)c3cnc(NC(=O)c4cc(OC)cc(OC)c4)nc3C2)cc1 (stereo not given),0.7,-3,-12,6,11,-6,-1,-14,-1.3,-1
O=c1[nH]nc(-c2ccc[nH]2)[nH]1,0.2,11,4,2,-2,2,1,-3,2.4,-6
NC(=O)c1cc([N+](=O)[O-])ccc1NCc1cccc([N+](=O)[O-])c1,-0.2,1,-2,0,11,-1,4,5,4.3,-6
Cc1cc([N+](=O)[O-])ccc1NCc1cccc2ccccc12,-0.9,-8,-7,6,8,0,6,5,-0.8,14
Cc1ccc(OCCC(=O)OCC(=O)C(C)(C)C)cc1,0.3,-1,1,10,-1,-2,-5,1,-0.4,-3
COCCCn1c(C)csc1=Nc1cccnc1,-0.5,-2,3,-3,-8,-3,-1,11,0.1,2
N=C1/C(=C/c2ccc(OCc3ccccc3F)cc2)C(=O)N=C2SC(CC(=O)N3CCOCC3)=NN12,-1.3,-8,-11,8,1,-3,23,-5,0.4,-53
CCOC(=O)C1=NN(C(C)=O)C2(CC(=O)N(c3cc(C)cc(C)c3)C2=O)C1 (stereo not given),-0.7,-1,0,-3,11,-1,-4,-2,2.0,5
CCN1CCN(c2ccc(S(=O)(=O)N3CCCCC3)cc2NC(=O)c2cccc(F)c2)CC1,-0.2,-4,5,10,-17,1,-2,-9,-1.2,4
Nc1c(Cl)ncnc1N/N=C/c1ccccn1,-0.1,-5,0,-3,2,1,-1,-5,x,-17
O=C1Nc2ccc3sc4ccccc4c3c2C1=O,-0.3,-7,-10,-13,-11,3,36*,16,3.4,-5
Cc1noc(C)c1C(=O)NCCCc1ccccc1,0.2,3,-3,-2,1,-2,0,2,0.7,-3
Cc1ccc2c(CC(=O)O)coc2c1,0.3,-1,5,6,3,3,5,8,-1.5,6
CC(C)NC(=O)C(=O)N/N=C/c1ccco1,-0.2,-1,2,-6,-12,-1,-1,12,1.5,-4
O=C1CN(CC(=O)Nc2cccc(Cl)c2Cl)c2ccccc2N1,0.7,-3,-10,16,-11,0,12,12,-0.8,-38
O=C(O)c1cc2nccc(-c3ccco3)n2n1,18*,8,4,7,4,6,3,0,1.5,-243
CCOc1cc(/C=N\NC(=O)c2ccc(C)nc2)cc([N+](=O)[O-])c1O,0.3,3,-10,-8,1,-16,1,8,1.1,10
COc1ccccc1-c1ccc(SCc2ccc([N+](=O)[O-])cc2)nn1,0.3,-4,1,5,-5,1,-2,-1,0.2,16
O=C(CSc1nc2ncccc2[nH]1)NCCc1ccccc1,0.4,-2,-2,1,-3,3,2,2,1.1,-6
CCNC(=O)N(C)c1nncnc1C(=O)NC,0.3,-5,0,6,8,5,2,4,2.0,-1
O=C(Cn1ccn(-c2ccc(F)c(F)c2)c(=O)c1=O)NCCc1ccccc1,-0.2,-1,1,-10,-7,3,0,1,0.6,4
O=C(c1cc(F)ccc1F)C1CCCN(C(=O)c2ccc(F)cc2Cl)C1 (stereo not given),-0.4,9,3,-4,-1,-1,-6,-2,1.7,1
CCOc1ccc(C(C(=O)NCC2CCCO2)N(C(=O)c2snc(C(N)=O)c2N)c2ccc(F)cc2)cc1 (stereo not given),-3.7,3,1,-7,-7,-7,-1,-2,0.8,-88
COc1ccc(CCNC(=O)CCc2nc3sc4c(c3c(=O)[nH]2)CCCC4)cc1,-0.2,1,8,2,5,0,9,-1,-0.8,-8
Cc1ccc(C(=O)NCc2ccco2)o1,-0.1,5,-3,-2,9,2,4,9,-0.5,-4
CON(c1nc(Cl)nc(N(C)C)n1)S(=O)(=O)c1ccc(C)cc1,-0.6,6,-2,5,-4,-8,-1,0,1.2,-8
CCC(C)(C)C1CCC2(CC1)NC(=O)N(CC(=O)NC(C)CCc1ccccc1)C2=O (stereo not given),-0.5,-8,-1,5,1,-1,-5,-4,-2.5,3
CC1(C)Cc2ccccc2C(NNC(=O)c2ccccn2)=N1,-0.4,3,4,7,-3,4,-1,-4,-0.7,1
C/C(O)=C/c1nc2ccccc2[nH]c1=O,0.1,4,-2,-4,-8,-2,0,8,1.3,-66
COc1cc(-c2cc(NC(C)=O)c3ncc(-c4ccc(C(C)=O)cc4)n3c2)cc(OC)c1OC,-2.7,-14,46*,-5,15,46*,11,-6,0.3,-68
Cc1cccc([C@@H]2[C@@H]3C(=O)N(Cc4ccccc4)C(=O)[C@@H]3[C@]3(C)C(=O)N(c4cccc(F)c4)C(=O)N23)c1,0.1,4,-4,3,12,-7,0,-26,-1.0,11
O=C1Nc2ccc(F)cc2C12OCCO2,-1.0,1,-2,-10,-15,4,1,3,1.8,0
CSc1nc2ccccc2c(=O)n1C1CCCCC1,-0.4,-5,1,-6,-6,-12,-2,4,1.3,-12
Cn1c(=O)c2c(nc(NCCOc3ccc(C(C)(C)C)cc3)n2C)n(C)c1=O,0.1,3,-4,-9,5,-1,-1,1,1.6,1
Cc1ccccc1C(=O)NC(C(N)=O)P(=O)(OC(C)C)OC(C)C (stereo not given),-0.2,2,-5,-5,-7,-1,-3,-3,-1.3,-1
O=C(CSc1nnc(C2CC2)n1-c1ccccc1)NCCc1ccc(F)cc1,0.4,3,-3,1,4,4,-4,3,0.5,6
Cc1cnc(CN(C)Cc2nc(Cc3cccc(C(F)(F)F)c3)no2)[nH]1,0.0,0,0,-7,-14,-3,-4,-2,0.5,7
O=c1c2[nH]c3ccc(F)cc3c2ncn1CCC1=CCCCC1,0.0,2,-1,-2,-12,2,-1,1,2.8,0

# An excerpt of these results, with bars between the fields.
SMILES | proKLK7 act | Tn6 DDE FP | GC-B act | ARFGAP1 inh | ASAP1 inh | NPR1 activator | rCAG RNA binder | HGIII-sPLA2 inh | FXN GAA850 act | ADAM10 inh
CC1(C)Cc2ccccc2C(NNC(=O)c2ccccn2)=N1 | -0.4 | 3 | 4 | 7 | -3 | 4 | -1 | -4 | -0.7 | 1
C/C(O)=C/c1nc2ccccc2[nH]c1=O | 0.1 | 4 | -2 | -4 | -8 | -2 | 0 | 8 | 1.3 | -66
COc1cc(-c2cc(NC(C)=O)c3ncc(-c4ccc(C(C)=O)cc4)n3c2)cc(OC)c1OC | -2.7 | -14 | 46* | -5 | 15 | 46* | 11 | -6 | 0.3 | -68
Cc1cccc([C@@H]2[C@@H]3C(=O)N(Cc4ccccc4)C(=O)[C@@H]3[C@]3(C)C(=O)N(c4cccc(F)c4)C(=O)N23)c1 | 0.1 | 4 | -4 | 3 | 12 | -7 | 0 | -26 | -1.0 | 11

# Next section.
SMILES,proKLK7 act,Tn6 DDE FP,GC-B act,ARFGAP1 inh,ASAP1 inh,NPR1 activator,rCAG RNA binder,HGIII-sPLA2 inh,FXN GAA850 act,ADAM10 inh
O=C(O)COc1cccc(/C=C2/SC(=S)N(Cc3ccccc3)C2=O)c1,0.0,-6,5,2,-1,-7,52*,-4,0.1,0
COc1ccc(NC(=S)NC(=O)c2cncc(Br)c2)c(OC)c1,-0.2,7,-5,3,2,0,7,6,0.2,2
O=C(O)/C(=C\c1ccccc1Cl)c1ccc(S(=O)(=O)N2CCCCC2)s1,0.7,-7,3,12,14,-2,51*,-11,0.1,-3
CN1CCC(CNC(=O)Nc2ccccc2)(c2ccccc2)CC1,0.2,0,1,19,1,2,-1,-1,1.0,-10
O=C(NCc1ccc2c(c1)OCO2)C1CCN(C(=O)Nc2ccc(Cl)cc2)CC1,-1.0,-3,0,6,9,1,1,-6,-1.2,8
CCC(NC(=O)c1ccccc1NC(=O)c1ccccc1)C(=O)OC (stereo not given),-0.5,4,-1,-9,-3,-2,-4,-6,1.2,4
CCN(c1ccccc1)S(=O)(=O)c1ccc(C(=O)Nc2c(C)n(C)n(-c3ccccc3)c2=O)cc1,-0.1,4,6,8,-11,-3,4,-3,-0.5,0
Cc1cc(NC(=O)C2CC2)ncc1NC(=O)C12CC3CC(CC(C3)C1)C2,0.3,2,-6,-16,-10,1,-7,3,1.1,0
Cc1csc(SCCN2C(=O)c3ccccc3C2=O)n1,0.3,5,2,-1,-3,-3,-4,2,2.1,5
O=C(COC(=O)/C=C/c1cccc(Cl)c1)Nc1cccc(S(=O)(=O)NC2=NCCC2)c1,0.7,-1,-3,3,-13,-1,9,-4,1.5,-1
CC(C)(C)c1cc(C(=O)N/N=C/c2ccccn2)n[nH]1,-0.4,0,-1,3,-8,0,-6,-5,0.2,-5
CCOC(=O)C(C)OC(=O)C1=C(C)NC(=O)NC1c1ccc2c(c1)OCO2 (stereo not given),-0.4,-5,-1,0,-11,4,-6,4,-0.3,-4
CC(=O)N1N=C(c2cccc(NS(=O)(=O)c3ccc(C)cc3)c2)CC1c1ccco1 (stereo not given),-4.1,4,0,-2,6,-6,5,-35,1.1,5
C=CCN(CC=C)S(=O)(=O)c1ccc(NC(=S)NC(=O)c2ccc(-c3ccccc3)cc2)cc1,-0.3,0,-2,14,7,-2,5,13,-1.2,19
COC(=O)[C@]1(C)N[C@H](CN(C)S(=O)(=O)c2ccc(-c3ccccc3)cc2)[C@@H]2C(=O)N(C)C(=O)[C@@H]21,-0.9,-5,5,9,-4,9,2,-2,-0.1,-11
O=C(Nc1ccc2c(c1)OCO2)c1csc([C@@H]2O[C@H](CO)[C@H](O)[C@H](O)[C@H]2O)n1,-0.9,8,4,-5,-4,-1,3,0,-1.1,-10
COc1ccc(CCNCC(O)Cn2ccc3ccccc32)cc1OC (stereo not given),-0.3,-9,0,2,2,-4,-1,4,0.3,-10
CCOCCCn1c(=S)[nH]c2cc(C(=O)N3CCOCC3)ccc2c1=O,0.0,-3,-4,13,-3,2,-3,-1,0.1,11
Cc1ccc(-c2nn(C(C)(C)C)c3ncnc(NS(=O)(=O)c4ccc([N+](=O)[O-])cc4)c23)cc1,-0.3,1,-2,-5,2,-7,3,3,-0.2,4
